Screening results deposited in PubChem by National Center for Advancing Translational Sciences (NCATS).
Pin1 inhibitor = human Pin1 inhibition; Q13526; Pin1 FP peptide displacement, HiFluor488, 10 min; Potency, µM (doses to about 115 µM), for inactives: top-dose activity, negative = inhibition, most hits filed as inhibitors; 0.009% of 390,000 active; AID 504891; active = well fitted inhibition curve with a large enough effect in the polarisation, with a control signal flat, not every such curve was filed as active; inconclusive = small, poorly fitted or top-dose-only effect, or effect the other way, or a change in a side signal; inactive = no such curve, though single readings can be large or run the other way; the % refers to the polarisation; also: potency is read from the fitted curve at half-maximal effect; % is scaled to controls: 0 for no effect and ±100 for the full control effect
Target sequence (Q13526 whole entry, looked up): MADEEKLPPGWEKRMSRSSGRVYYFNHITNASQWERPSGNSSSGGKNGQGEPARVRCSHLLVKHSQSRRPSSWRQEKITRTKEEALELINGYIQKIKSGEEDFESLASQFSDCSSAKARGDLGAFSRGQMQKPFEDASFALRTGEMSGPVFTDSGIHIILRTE
G9a inh = blocks human histone lysine methyltransferase G9a; 8.8% of 350,000 active; Potency, µM (series often up to 102 µM), for inactives: top-dose activity, negative = inhibition, most hits filed as inhibitors; AID 504332; Q96KQ7; G9a H3K9 monomethylation, AlphaScreen, 2 h; also: potency is read from the fitted curve at half-maximal effect; % is scaled to controls: 0 for no effect and ±100 for the full control effect; nearly all actives have a fitted effect of over 75% in size
Target sequence (Q96KQ7 913-1193 limits assumed): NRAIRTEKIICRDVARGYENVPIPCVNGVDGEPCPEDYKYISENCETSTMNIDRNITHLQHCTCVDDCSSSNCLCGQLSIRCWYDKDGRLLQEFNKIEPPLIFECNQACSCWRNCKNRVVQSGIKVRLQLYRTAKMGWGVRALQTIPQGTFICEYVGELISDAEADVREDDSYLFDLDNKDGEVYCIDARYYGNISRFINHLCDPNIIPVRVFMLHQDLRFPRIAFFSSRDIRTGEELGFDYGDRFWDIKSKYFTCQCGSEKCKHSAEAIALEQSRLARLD
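AlphaScreen detection with an anti-monomethyl H3K9 antibody quantified product after a 2 h room-temperature reaction containing 500 nM biotinylated H3K9 peptide, 20 µM SAM and 20 nM enzyme, which had been preincubated 15 min with compound.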
PI4K2A block = inhibitors of human PI4K2A. 0.13% of 420,000 active. activity change, negative = inhibition, % at 76.9 µM. Q9BTU6. purified PI4K2A, ADP-Glo luminescence, 1 h; hits give low values. AID 1346378; in the data active = activity change below about -50%; inconclusive = mostly about -30% to -49%;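 also: -100% = wells without enzyme as full effect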
Target sequence (Q9BTU6 whole entry, looked up): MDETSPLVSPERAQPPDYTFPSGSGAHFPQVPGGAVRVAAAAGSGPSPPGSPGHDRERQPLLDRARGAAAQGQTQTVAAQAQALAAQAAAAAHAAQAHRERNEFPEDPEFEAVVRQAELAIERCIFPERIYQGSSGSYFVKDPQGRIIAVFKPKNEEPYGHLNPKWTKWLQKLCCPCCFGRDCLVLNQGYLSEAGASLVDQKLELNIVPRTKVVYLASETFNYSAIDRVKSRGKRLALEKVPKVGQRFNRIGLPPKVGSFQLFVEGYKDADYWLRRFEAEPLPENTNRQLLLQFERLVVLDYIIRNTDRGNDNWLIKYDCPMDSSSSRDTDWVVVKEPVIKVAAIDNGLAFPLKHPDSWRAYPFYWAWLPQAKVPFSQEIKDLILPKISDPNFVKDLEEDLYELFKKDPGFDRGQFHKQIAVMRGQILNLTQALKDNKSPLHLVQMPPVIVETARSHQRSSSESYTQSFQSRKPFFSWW
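In this quantitative HTS, ADP production by PI4K2A was quantified luminescently after 1 h at ambient temperature; 100 microM adenosine served as plate-quality control.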
Pol eta inh = DNA polymerase eta (human) inhibition. Potency, µM (titrated, usually from 114 µM), without a hit: top-dose activity change, negative = inhibition, actives largely listed as inhibitors. recombinant Pol eta, fluorescent DNA replication assay. AID 588591. 1.2% of 390,000 active; also: potency is read from the fitted curve at half-maximal effect; % is scaled to controls: 0 for no effect and ±100 for the full control effect
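Fluorescent replication assay: 50 nM final substrate added after a 15 min room-temperature compound preincubation with 10 nM enzyme. Signal taken at 0 min and again at 10 min.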
JMJD2A Tudor = inhibitors of human JMJD2A Tudor domain; O75164; AlphaScreen JMJD2A-Tudor / H3K4me3 peptide binding; Potency, µM (titrated, usually from 114 µM), inactives show at the top dose activity change, negative = inhibition, most hits filed as inhibitors; 4.4% of 390,000 active; AID 504339; also: potency is read from the fitted curve at half-maximal effect; % is scaled to controls: 0 for no effect and ±100 for the full control effect; nearly all actives have a fitted effect of over 50% in size
BAZ2B block = blocks human BAZ2B; Q9UIF8; AlphaScreen BAZ2B-H3K14Ac peptide displacement; Potency, µM (doses to about 114 µM), without a hit: top-dose activity change, negative = inhibition, hits mostly inhibitors; 4.4% of 360,000 active; also: potency is read from the fitted curve at half-maximal effect; % is scaled to controls: 0 for no effect and ±100 for the full control effect; nearly all actives have a fitted effect of over 60% in size
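Complex of BAZ2B and biotin-H3K14Ac (50 nM apiece) forms over 30 min at RT, then faces library compounds up to 110 uM for another 30 min; AlphaScreen beads added, 20 min dark incubation, luminescence read.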
Tb PGK inh = blocks T. brucei phosphoglycerate kinase; Potency, µM (doses to about 57.5 µM), for inactives: at the top dose activity change, negative = inhibition, hits mostly inhibitors; PGK/GAPDH coupled, Kinase-Glo luminescence, 60 min; 0.043% of 380,000 active; P07378; also: potency is read from the fitted curve at half-maximal effect; % is scaled to controls: 0 for no effect and ±100 for the full control effect; nearly all actives have a fitted effect of over 60% in size
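Recombinant glycosomal PGK reaction used 1,3-bisphosphoglycerate generated in-well by GAPDH (100nM final) in 100mM TEA pH 7.6, 5mM MgCl2, 0.01% Tween-20. After 60 minutes at room temperature, ATP was read by Kinase-Glo Plus luminescence end-point.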
HP1b binding inh = HP1-beta chromodomain-methylated histone interaction inhibition; AlphaScreen HP1-beta / biotin-H3K9me3 peptide binding; AID 540317; P83916; 0.56% of 390,000 active; Potency, µM (series often up to 114 µM), for the others: at the top dose activity change, negative = inhibition, usual class: inhibitors; also: potency is read from the fitted curve at half-maximal effect; nearly all actives have a fitted effect of over 70% in size; inactives centre near 23
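HP1-beta protein (50 nM final) preincubated 30 min at room temperature with biotinylated H3(1-18)K9me3 peptide (50 nM) in PBS pH 7.4, 0.01% Tween-20, then compound added for 30 min. AlphaScreen streptavidin donor/nickel chelate acceptor beads (10 ug/mL final), 30 min dark, luminescence read.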
GLS inhibitor = glutaminase GLS (human) inhibition; AID 624170; Potency, µM (doses to about 45.5 µM), for the others: at the highest dose activity change, negative = inhibition, most hits filed as inhibitors; GLS enzymatic activity, qHTS titration; 0.21% of 410,000 active; O94925; also: potency is read from the fitted curve at half-maximal effect; % is scaled to controls: 0 for no effect and ±100 for the full control effect
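Human kidney-isoform GLS in 45 mM KH2PO4 pH 8.2, 0.02% Tween-20, with compound, started with 1mM L-Glutamine (added stock). Glutamate oxidase/HRP/Amplex red coupled fluorescence read at start and after 30 min at RT.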
* marks the source's active call; other numbers are inactive results; i = inactive; u = inconclusive; x = not tested or not shown; [ ] = remark or other dose. Unless noted, calls follow the shape of the dose curve; as a rule, active = well fitted curve in the direction sought with a large enough effect; inconclusive = small, poorly fitted or top-dose-only effect, or another doubt; inactive = no such curve, though single readings can be large; an effect the other way counts as inactive or inconclusive. These rows are one share of the data. The share of hits here may be higher or lower than overall.

cpd	Pin1 inhibitor	G9a inh	PI4K2A block	Pol eta inh	JMJD2A Tudor	BAZ2B block	Tb PGK inh	HP1b binding inh	GLS inhibitor	SMILES
1	-4%	6%[59 µM]	5	-17%	13%	u	0%	19%	1%	COc1ccc(N2CC(C(=O)Nc3ncccc3C)CC2=O)cc1 (centres undefined)
2	-1%	14%	0	-13%	38%[activator]	17%	-1%	50%[activator]	6%	Cc1cc(C)c(OCC(=O)OCC(=O)N2c3ccccc3CC2C)c(C)c1 (centres undefined)
3	-2%	-8%[59 µM]	-3	-8%	-6%	-4%	-1%	25%	4%	CCn1c(=O)cc(OCC(=O)NCc2cccnc2)c2ccccc21
4	1%	-36%[59 µM]	1	-13%	-14%	-6%	5%	11%	1%	CCc1ccc(-n2c(=O)c3c4c(sc3n(Cc3ccc(F)cc3)c2=O)CCCC4)cc1
5	-2%	60%	-7	-9%	-21%	u	-3%	43%[activator]	0%	COc1ccc(CCNC(=O)c2cccn2C)cc1
6	-2%	4%	-1	2%	-13%	-4%	8%	32%	-2%	CCOC(=O)N1CCN(C(=O)CSc2nc(C)nc3c2c(=O)n(C)c(=O)n3C)CC1
7	-7%	61%[activator][59 µM]	-5	-5%	-13%	-21%	i	8%	-9%	C/C(=N\Nc1nc(N)cc(Cl)n1)c1ccc(Cl)c(Cl)c1
8	u	3%[59 µM]	-1	5%	u	1%	-6%	11%	0%	Cc1ccccc1NC(=O)Cn1nc(-c2ccccc2)nc1-c1ccccc1
9	12%	u	-3	-21%	-15%	-1%	i	59%[activator]	-14%	Cc1ccc(NC(=O)C2CCN(c3nnc(C)c4c(C)n(-c5ccccc5)nc34)CC2)c(Cl)c1
10	-8%	14µM*	0	-15%	89µM*	u	2%	-1%	-8%	CCN(CC)CCCN1C(=O)C(=O)/C(=C(/O)c2ccc(C)cc2)C1c1ccccn1 (centres undefined)
11	13%	-23%[59 µM]	-7	u	-25%	-10%	-7%	7%	11%	C#Cc1ccc([C@@H]2C=C(C(=O)OCC=C)O[C@H](OCc3ccc(CO)cc3)C2)cc1
12	-1%	-5%[59 µM]	-2	-23%	-20%	-37%	-6%	4%	9%	CCOc1cc(/C=N/NC(=O)CN2CCCCC2)ccc1OCc1cccc(Cl)c1
13	-13%	1%[59 µM]	-5	-13%	-8%	-2%	-9%	44%	61%[activator]	CCCc1cc(=O)[nH]c(Nc2ccc(O)cc2C)n1
14	5%	18µM*	-1	-6%	-17%	u	-9%	21%	-11%	CC(=O)Nc1ccc2c(c1)C(C)(C)C(C)N2C (centres undefined)
15	2%	15%	-15	u	-16%	-3%	3%	10%	-1%	Cc1ccc(C)c(OCC(=O)Nc2ccc(S(=O)(=O)Nc3ncccn3)cc2)c1
16	u	-7%[59 µM]	-7	-8%	-20%	-17%	0%	8%[57 µM]	-7%	COc1cc(OC)cc(C(=O)Nc2ccc(S(=O)(=O)N3CCCCC3c3cccnc3)cc2)c1 (centres undefined)
17	-13%	2%[12.7 µM]	-4	-4%	-10%	-2%	-7%	30%	-1%	COCCN(C(=S)Nc1ccc(C)cc1)C(C)c1ccco1 (centres undefined)
18	u	8%[59 µM]	0	-26%	2%	4%	-10%	41%[activator]	-9%	Cc1ccc(NC(=O)CSc2nc(-c3ccc(F)cc3)cc(C(F)(F)F)c2C#N)cc1
19	-6%	29%	-1	4%	-16%	-4%	-4%	24%	-4%	Cn1c(CNC(=O)CNC(=O)c2ccc(F)cc2)cc(=O)n(C)c1=O
20	6%	-38%	13	-22%	-30%	u	-6%	-3%	-8%	O=C(c1ccc(S(=O)(=O)Cc2ccccc2Cl)c([N+](=O)[O-])c1)N1CCN(c2ccccn2)CC1
21	8%	x	-1	-20%	u	x	i	15%	0%	Cc1ccc(S(=O)(=O)Nc2ccc3c(c2)C(=O)N([C@H](C)CO)C[C@H](C)[C@@H](CN(C)Cc2ccc(-c4ccccc4)cc2)O3)cc1
22	-1%	x	4	-19%	-11%	-7%	1%	49%[activator]	-17%	O=C(Cc1ccccc1)NNC1CC(=O)N(c2ccc(Cl)cc2)C1=O (centres undefined)
23	-11%	x	-24	-1%	u	u	-7%	11%	29%	CC(Oc1ccc2c(-c3ccccc3)cc(=O)oc2c1)C(=O)NC(Cc1c[nH]c2ccc(O)cc12)C(=O)O (centres undefined)
24	2%	7%	1	-5%	-20%	-7%	6%	11%	5%	CCCC1C(c2ccc(OC)cc2)C(C#N)(C#N)C2(C#N)CC1(N)NC2=O (centres undefined)

Whole records from above. Values in the order: Pin1 inhibitor, G9a inh, PI4K2A block, Pol eta inh, JMJD2A Tudor, BAZ2B block, Tb PGK inh, HP1b binding inh, GLS inhibitor
Cc1ccc(NC(=O)CSc2nc(-c3ccc(F)cc3)cc(C(F)(F)F)c2C#N)cc1 as listed: u, 8%[59 µM], 0, -26%, 2%, 4%, -10%, 41%[activator], -9%
CC(Oc1ccc2c(-c3ccccc3)cc(=O)oc2c1)C(=O)NC(Cc1c[nH]c2ccc(O)cc12)C(=O)O (centres undefined) as listed: -11%, x, -24, -1%, u, u, -7%, 11%, 29%
Cc1ccc(S(=O)(=O)Nc2ccc3c(c2)C(=O)N([C@H](C)CO)C[C@H](C)[C@@H](CN(C)Cc2ccc(-c4ccccc4)cc2)O3)cc1 as listed: 8%, x, -1, -20%, u, x, i, 15%, 0%
COc1cc(OC)cc(C(=O)Nc2ccc(S(=O)(=O)N3CCCCC3c3cccnc3)cc2)c1 (centres undefined) as listed: u, -7%[59 µM], -7, -8%, -20%, -17%, 0%, 8%[57 µM], -7%
Cn1c(CNC(=O)CNC(=O)c2ccc(F)cc2)cc(=O)n(C)c1=O as listed: -6%, 29%, -1, 4%, -16%, -4%, -4%, 24%, -4%

(continued)
cpd	Pin1 inhibitor	G9a inh	PI4K2A block	Pol eta inh	JMJD2A Tudor	BAZ2B block	Tb PGK inh	HP1b binding inh	GLS inhibitor	SMILES
25	1%	-18%[59 µM]	1	-25%	-13%	2%	10%	55%[activator]	0%	COc1cccc(C2CC(c3ccc(C)cc3)n3ncnc3N2)c1 (centres undefined)
26	2%	8%	-1	-10%	-20%	-23%	1%	2%	1%	CC(=O)c1cccc(NC(=O)N2CCCC2C(=O)Nc2ccc3c(c2)OCO3)c1 (centres undefined)
27	-2%	28µM*	-1	-7%	-17%	19%	x	-15%	u	CCC(=O)Nc1sc(C(=O)OC)c(C)c1C(=O)OC
28	x	x	-3	-19%	x	x	0%	x	5%	Cc1ccc(C(=O)NCC(=O)Nc2ccccc2C)o1
29	4%	-7%	-2	u	u	-14%	-9%	31%[activator]	-1%	Cc1ccc(OCC(=O)NNC(=O)CSc2ncnc3sc(C)c(C)c23)cc1
30	69%[activator]	x	-2	-18%	-4%	x	-4%	33%	-14%	CC(C)Oc1ccc(S(=O)(=O)N2CCOCC2)cc1NC(=O)c1cccc(S(=O)(=O)N2CCCC2)c1
31	-1%	15%	6	-9%	1%	-3%	4%	46%	4%	Cc1cc(C)n(C(=O)CNC(=O)c2cccs2)n1
32	-7%	x	5	-6%	-19%	14%	-7%	5%	17%	CN(C)CCNc1c2c(nc3ccccc13)CCC2
33	8%	12%[59 µM]	-2	-11%	-13%	9%	-2%	17%	0%	O=C(Nc1cccc(C(F)(F)F)c1)C1CCN(S(=O)(=O)c2cccs2)CC1
34	1%	2%[59 µM]	0	0%	-14%	-5%	-2%	18%	1%	CCc1ccc(Nc2nc3c(S(=O)(=O)c4ccc(C)cc4)nnn3c3ccsc23)cc1
35	-1%	-29%	3	-17%	-3%	x	i	47%[activator]	-1%	COc1ccc(C2CC(=O)N(C)c3ccccc3S2)cc1OC (centres undefined)
36	-3%	x	4	-7%	-7%	x	-8%	56%[activator]	-7%	NC(=O)c1ncn([C@@H]2O[C@H](CNCc3cccc(OC4CCCC4)c3)[C@@H](O)[C@H]2O)n1

Pulled by structure from above:
cpd	Pin1 inhibitor	G9a inh	PI4K2A block	Pol eta inh	JMJD2A Tudor	BAZ2B block	Tb PGK inh	HP1b binding inh	GLS inhibitor	SMILES
35	-1%	-29%	3	-17%	-3%	x	i	47%[activator]	-1%	COc1ccc(C2CC(=O)N(C)c3ccccc3S2)cc1OC (centres undefined)
12	-1%	-5%[59 µM]	-2	-23%	-20%	-37%	-6%	4%	9%	CCOc1cc(/C=N/NC(=O)CN2CCCCC2)ccc1OCc1cccc(Cl)c1
6	-2%	4%	-1	2%	-13%	-4%	8%	32%	-2%	CCOC(=O)N1CCN(C(=O)CSc2nc(C)nc3c2c(=O)n(C)c(=O)n3C)CC1

The listing continues.
cpd	Pin1 inhibitor	G9a inh	PI4K2A block	Pol eta inh	JMJD2A Tudor	BAZ2B block	Tb PGK inh	HP1b binding inh	GLS inhibitor	SMILES
37	5%	19%	0	-17%	0%	-1%	-3%	26%	-16%	CCc1ccc(N(CC(=O)NC(C)(C)C)C(=O)CNC(=O)c2cccs2)cc1
38	0%	35µM*	-5	-7%	-34%	-30%	-9%	-4%	0%	O=C(c1ccco1)N1CCN(S(=O)(=O)c2ccc(Oc3ccccc3)cc2)CC1
39	2%	10%	-2	-13%	21%	0%	-6%	31%	-7%	COc1ccc(C(=O)COc2ccc(F)cc2)c(O)c1C
40	0%	x	-4	2%	-3%	x	1%	9%	-9%	COc1ccc(S(=O)(=O)N2CCOCC2)cc1NC(=O)COC(=O)c1[nH]c(C)c(C(C)=O)c1C
